Screening results (PubChem BioAssay)
Tb PFK block – inhibitors of T. brucei phosphofructokinase; T. brucei PFK, ADP-Glo luminescence; Potency, µM (highest dose often 57.5 µM), inactives show at the top dose activity, negative = inhibition, most hits filed as inhibitors; actives 0.17% (n = 330,000); AID 485367;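 note: potency is the fitted concentration of half-maximal effect; 0% = uninhibited 1x PFK enzyme wells and -100% = no-enzyme wells; nearly all actives have a fitted effect of over 60% in size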
Target sequence (O15648 whole entry, looked up): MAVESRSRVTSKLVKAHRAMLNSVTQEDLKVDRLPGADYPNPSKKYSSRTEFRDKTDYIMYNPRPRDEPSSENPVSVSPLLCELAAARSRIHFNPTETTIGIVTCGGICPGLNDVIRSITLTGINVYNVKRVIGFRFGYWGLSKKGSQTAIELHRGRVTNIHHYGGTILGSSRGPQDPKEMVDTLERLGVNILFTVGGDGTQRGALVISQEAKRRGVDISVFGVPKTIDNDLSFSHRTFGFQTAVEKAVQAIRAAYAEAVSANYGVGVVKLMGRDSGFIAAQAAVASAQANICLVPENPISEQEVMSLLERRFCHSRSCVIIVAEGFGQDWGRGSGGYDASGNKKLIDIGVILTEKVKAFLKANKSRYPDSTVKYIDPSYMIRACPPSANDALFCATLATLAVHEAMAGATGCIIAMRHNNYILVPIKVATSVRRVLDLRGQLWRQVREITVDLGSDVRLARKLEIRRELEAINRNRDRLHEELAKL
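In TEA buffer at pH 8.0 with 5 mM MgCl2, enzyme (1.25 nM) converted F6P (0.5 mM) and ATP (0.1 mM) for 45 min at room temperature. ADP product was read by luciferase luminescence.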
FBPA coupling cs – inhibits coupling enzyme system, counter-screen for aldolase hits | coupling enzyme system counterscreen, AmpLite Red fluorescence | activity change, negative = inhibition, % at 58.2 µM, hits read low | actives 0.67% (n = 290,000); in the data active = activity change below about -30%; note: % is set by controls: 0 for no effect and ±100 for the full control effect
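Final compound at 57.5 uM, incubated 10 min at RT with coupling enzyme reagent (glyceraldehyde-3-phosphate), then 20 min with substrate and AmpLite Red detection. Fluorescence read at 525/598 nm; tests interference with the coupling assay, not aldolase inhibition.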
GALK inhibitor – inhibitors of human galactokinase. Purified GALK, Kinase-Glo residual ATP luminescence. actives 0.007% (n = 270,000). Potency, µM (highest dose often 57.5 µM), without a hit: top-dose activity change, negative = inhibition, hits mostly inhibitors. P51570. AID 1868; note: potency is the fitted concentration of half-maximal effect; % is set by controls: 0 for no effect and ±100 for the full control effect
Target sequence (P51570 whole entry, looked up): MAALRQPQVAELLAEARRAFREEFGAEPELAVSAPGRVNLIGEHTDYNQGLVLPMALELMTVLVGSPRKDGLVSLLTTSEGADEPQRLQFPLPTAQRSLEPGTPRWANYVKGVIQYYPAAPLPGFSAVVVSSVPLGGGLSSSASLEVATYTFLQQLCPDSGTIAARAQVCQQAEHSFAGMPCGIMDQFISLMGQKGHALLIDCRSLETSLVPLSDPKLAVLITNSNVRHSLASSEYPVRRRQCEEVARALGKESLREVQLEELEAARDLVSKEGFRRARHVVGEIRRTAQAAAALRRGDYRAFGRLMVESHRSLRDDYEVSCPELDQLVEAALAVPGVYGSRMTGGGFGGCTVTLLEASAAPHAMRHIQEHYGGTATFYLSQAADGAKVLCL
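GALK at 5 nM final was combined with compound, 35 uM ATP and 100 uM galactose in HEPES pH8.0 with MgCl2 and DTT. The reaction ran one hour at room temperature before luminescent ATP detection.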
AT treatment – potential ataxia-telangiectasia treatments restoring KAP-1 phosphorylation; […] A-T fibroblasts, KAP-1 phosphorylation AlphaLISA; neocarzinostatin DNA damage 30 min before lysis; Potency, µM (doses to about 57.5 µM), inactives show at the top dose activation, hits mostly activators; AID 485349; actives 0.19% (n = 320,000); note: potency is the fitted concentration of half-maximal effect; % of control where 0% means no effect; nearly all actives have a fitted effect of over 45% in size
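hTERT-immortalized A-T patient fibroblasts ([…]), 500 cells/well in OPTI-MEM, 1% FBS, got compounds for 60 min, then NCS for 30 min at 37C. Lysates were then assayed for phospho-KAP-1 by AlphaLISA (anti-pKAP1 donor, anti-KAP1 acceptor beads), 6 hr at 25C.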
TSHR antagonist – antagonists of human thyroid stimulating hormone receptor; AID 504810; P16473; activity change, negative = inhibition, % at 11.5 µM; actives 0.2% (n = 330,000); TSHR-expressing cells, TSH-stimulated cAMP HTRF, 2 h; hits give low values;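 active = activity change below a set negative limit, meaning inhibition stronger than a set level, cut at about -70% in these data; inconclusive = activity change between two set negative limits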; note: % is set by controls: 0 for no effect and ±100 for the full control effect
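TSHR-expressing cells, 200/well, pre-treated with compound, then stimulated with EC80 TSH (4nM final) for 2 hours at 37 deg C. cAMP measured by competitive HTRF: anti-cAMP cryptate antibody in lysis buffer plus cAMP-d2, read after 30 minutes at room temperature.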
CXXC DNA block – blocks binding of human MLL CXXC domain to DNA. AID 2662. Potency, µM (doses to about 115 µM), inactives show at the top dose activity change, negative = inhibition, hits mostly inhibitors. MLL-CXXC / FITC-HOXA9 DNA fluorescence polarization. actives 0.037% (n = 290,000); active = well fitted inhibition curve with a large enough effect in the polarisation, with a control signal flat, not every such curve was filed as active; inconclusive = small, poorly fitted or top-dose-only effect, or effect the other way, or a change in a side signal; inactive = no such curve, though single readings can be large or run the other way; the % refers to the polarisation; note: potency is the fitted concentration of half-maximal effect
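Steps: dispense CXXC domain solution (7 uM) → pin compounds or unlabeled HOX-A9 DNA control → 5 min ambient → add FLSN-HOX-A9 solution (50 nM) → spin → 30 min ambient → fluorescence polarization. Tris pH 7.5/NaCl/DTT/BSA buffer.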
KCNH2 WT inh – KCNH2 (human, wildtype) channel inhibition. activity change, % at 1.84 µM. Q12809. actives 0.37% (n = 340,000). U2OS, BacMam KCNH2, thallium flux FluxOr; hits give low values;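 active = maximum activity change below -70%; inconclusive = maximum activity change between -70% and -50%; inactive = maximum activity change above -50%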; note: % is set by controls: 0 for no effect and ±100 for the full control effect
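U2OS cells transduced with wild-type KCNH2 virus are loaded with FluxOr dye for 45 min, and thallium flux is measured in kinetic reads before and after stimulation buffer. Rate constants are normalized to DMSO controls.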
Chronic BCR inh – chronic active BCR signaling inhibition; actives 0.05% (n = 340,000); AID 493014; Potency, µM (titrated, usually from 46.1 µM), for the others: at the highest dose ratio change, negative = lower green/red ratio, hits mostly inhibitors; ABC-DLBCL IkBa-CBG/CBR reporter, luminescence ratio, 4 h; active = well fitted inhibition curve with a large enough effect in the signal ratio, with a control signal flat, not every such curve was filed as active; inconclusive = small, poorly fitted or top-dose-only effect, or effect the other way, or a change in a side signal; the % refers to the signal ratio;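 note: potency is the fitted concentration of half-maximal effect; plate controls were basal doxycycline-induced cells for no effect and cells given 10 µM MG132 for full effect; MG132 reads +100%, hits lower the ratio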
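Concentration-response series (up to 46 uM) were applied to TMD8 dual-reporter cells for 4 h at 37C with doxycycline. Green/red ratio, after filter-overlap correction, defined %Activity; red signal alone was normalised to basal cells and zero luminescence.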
TCR activator – T cell receptor activation. primary human leukocytes, anti-CD3, IL-2 HTRF, 48 h. Potency, µM (highest dose often 9.22 µM), inactives show at the highest dose activation of IL-2 secretion, actives largely listed as activators. 330,000 tested, under 10 active; note: % of control where 0% means no effect
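48 hr co-incubation of compounds, a-CD3 beads and primary human leukocytes; IL-2 quantified homogeneously by HTRF with anti-IL-2 K and d2 conjugates.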
Giardia killer – kills Giardia lamblia. Giardia lamblia trophozoite viability. activity change, % at 7.66 µM, hits read low. actives 0.15% (n = 340,000). AID 540267; in the data active = activity change below about -80%; inconclusive = between about -30% and that limit;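 note: parasites exposed to compound for two days anaerobically before the ATP read; % is set by controls: 0 for no effect and ±100 for the full control effect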
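Trophozoite viability was measured as ATP-dependent luminescence, read 15-30 min after reagent addition. Before that, parasites at 100 cells/well were exposed to compounds for 48 h, anaerobically, at 37 deg C.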
* hit, by the source's call; ? = inconclusive; . = no result given; & = joins results of further samples; [ ] = dose if it differs, or a comment. Unless noted, calls come from the whole dose curve; as a rule, active = well fitted curve in the direction sought with a large enough effect; inconclusive = small, poorly fitted or top-dose-only effect, or another doubt; inactive = no such curve, though single readings can be large; an effect the other way counts as inactive or inconclusive. Compounds as they come. Share with any hit: about 1.6%.

Results follow in this order: Tb PFK block	FBPA coupling cs	GALK inhibitor	AT treatment	TSHR antagonist	CXXC DNA block	KCNH2 WT inh	Chronic BCR inh	TCR activator	Giardia killer
1) Nc1ccc2oc(=O)c3ccccc3c2c1
 : 12%	0	-2%	2%	-1	63%[activator]	-8	-7%	1%	16
2) Cc1ccccc1CNS(=O)(=O)c1c(C(=O)N2CCCCC2)c(C)n(C)c1C
 : -4%	0	4%	-5%	0	3%	2	-1%	-1%	-4
3) CC(C)OCCCNS(=O)(=O)c1ccc2ccccc2c1
 : -1%	-1	3%	6%	-5	-3%	4	-7%	-9%	9
4) COc1ccc(N(C(=O)c2cccnc2)S(=O)(=O)c2cc(OC)ccc2OC)cc1
 : 2%	.	-3%	-2%	8	16%	-8	-15%	5%	-9
5) Cc1c(C(=O)Oc2ccc(Cl)cc2)n(C)oc1=O
 : -6%	-4	0%	11%	-13	7%	0	-12%	-8%	-6
6) O=C(Cn1cc(C(F)(F)F)cc(Cl)c1=O)Nc1cccc(S(=O)(=O)N2CCCCC2)c1
 : -8%	.	.	2%	-7	.	-3	-1%	4%	-6
7) O=C(c1ccc(Cl)cc1)c1ccc(OCC(=O)N2CCOCC2)cc1
 : -2%	1	2%	.	-8	-5%	-1	1%	-8%	-8
8) CCCCOCCCNC(=O)CCCOc1ccccc1
 : 2%	0	-3%	-2%	22	2%	-9	0%	0%	-1
9) Cc1ccc(S(=O)(=O)N2[C@@H](c3cccc(C)c3)C(C(=O)O)=C[C@H]2CC2CCCC2)cc1
 : 0%	.	.	27%	1	.	-1	5%	-1%	-17
10) CC(=O)NCCCCCCNC(C)=O
 : -1%&0%	4&3	-3%&-2%	4%	-5&-1	10%&4%	-1	13%&1%	-7%	17
11) CCNC(=O)C(=O)NCCC1CCCCN1S(=O)(=O)c1cccs1 (configuration not stated)
 : 23%	.	.	11%	20	.	4	9%	-4%	-2
12) O=C(NCCn1c(C(F)(F)F)nc2ccccc21)[C@H]1CCCN1c1nc(CN2CCCCC2)cs1
 : 0%	1	.	0%	7	1%	9	9%	1%	5
13) COc1ccc(C2C(=O)N(C3CCCCC3)CC(=O)N2Cc2ccco2)cc1 (configuration not stated)
 : -11%	-1	4%	0%	3	-7%	-4	0%	1%	2
14) CCCOc1ccc(/C=N/NC(=O)CSCc2ccc([N+](=O)[O-])cc2)cc1OCC
 : 3%	-2	0%	6%	-4	-6%	-9	-3%	-3%[46.1 µM]	2
15) Cc1ccc(C)c(NC(=O)c2sc(Cl)nc2-c2ccccc2)c1
 : 3%	1	1%	-3%	-14	8%	3	-17%	3%	4
16) O=[N+]([O-])c1ccc(/C=N/NC(=S)Nc2ccccc2C(F)(F)F)o1
 : -7%	1	-2%	2%	2	8%	1	-9%	1%[46.1 µM]	-12
17) CC(=O)Nc1ccc(S(=O)(=O)N2CCCC2C(=O)Nc2ccc3c(c2)OCCO3)cc1 (configuration not stated)
 : 3%	2	-3%	0%	-3	5%	4	?	0%	3
18) COC(=O)c1ccccc1NC(=O)CN1CCCCCC1
 : 2%	8	3%	10%	2	2%	1	?	2%	4
19) O=C(CC1NC2CCCCC2NC1=O)Nc1cccc(C(F)(F)F)c1 (configuration not stated)
 : .	1	3%	.	.	-2%	-4	.	1%	8
20) O=C(O)/C=C/C(=O)Nc1ccc(-n2ccc(C(F)(F)F)n2)cc1
 : 4%	-1	1%	-6%	-2	-10%	-4	-24%	-1%	-18

The list goes on.
Results follow in this order: Tb PFK block	FBPA coupling cs	GALK inhibitor	AT treatment	TSHR antagonist	CXXC DNA block	KCNH2 WT inh	Chronic BCR inh	TCR activator	Giardia killer
21) O=C(NCc1cccs1)N[C@@H](Cc1ccccc1)C(=O)O
 : 0%	-2	-2%	0%	0	1%	-11	4%	-5%	7
22) C=C(C)CC1Nc2ccccc2NC1CC(=C)C (configuration not stated)
 : 15%	3	1%	-3%	-2	11%	-3	2%	-12%	8
23) CC(NC(=O)/C(C#N)=C/c1ccc(N2CCOCC2)cc1)c1ccccc1 (configuration not stated)
 : -4%	-2	-4%	4%	-9	-6%	-4	?	11%	-17
24) C=CCNC(=O)/C(=C\C=C\c1ccccc1)NC(=O)c1ccc(OCCCC)cc1
 : -9%	.	-4%	1%	-24	10%	5	-8%	5%	22
25) O=C(O)CCC(=O)N1N=C(c2cccs2)CC1c1ccc(Br)cc1 (configuration not stated)
 : 3%	12	-3%	7%	2	-15%	-1	7%	8%	16
26) COc1cccc(C(=O)NC(=S)Nc2nnn(C)n2)c1
 : 1%	-4	0%	-5%	27	9%	-4	?	-5%[46.1 µM]	9
27) Brc1ccccc1-c1nnc2sc(Cc3ccccc3)nn12
 : 0%	9	-1%	10%	5	13%	4	-1%	7%	2
28) CCCC1=C/C(=C/c2ccc(-c3ccccc3OC)o2)C(=O)O1
 : 1%	1	.	15%	2	1%	3	1%	-2%	-16
29) Cc1ccc(C(=O)COC(=O)c2ccc3c(c2)C(=O)N(c2cccc4ncccc24)C3=O)cc1
 : 15%	1	-3%	-3%	9	15%	1	1%	2%[46.1 µM]	-29
30) C/C(CC(=O)Nc1cc(Cl)ccc1Cl)=N\NC(=O)c1ccccc1Br
 : -3%	0	13%	1%	-2	4%	-10	?	-6%	6
31) COc1ccccc1NC(=O)c1ccccc1NC(=O)c1ccccc1C(=O)O
 : 1%	8	-8%	10%	29	8%	-13	-22%	-4%	-5
32) COc1ccc(OC)c(NC(=S)NC(=O)c2ccc(Br)o2)c1
 : -13%	.	1%	15%	-4	4%	-4	-3%	1%	-2
33) NC1=NC(c2ccccc2C(F)(F)F)N(c2ccc(F)c(Cl)c2)C(N)=N1 (configuration not stated)
 : ?	0	3%	-6%	8	15%	-1	2%	-5%	-8
34) COc1ccccc1NC(=O)CNC(=O)c1ccccc1
 : -6%	4	-4%	-6%	5	-1%	-4	?	-6%	6
35) Cc1ccc(OCC(=O)NCC(=O)n2nc(C)cc2C)cc1
 : 1%	1	-2%	3%	-10	-3%	-10	13%	2%	-5
36) Cc1ccc(-c2nnc(-c3ccc(Br)cc3)o2)o1
 : 2%	0	1%	5%	0	5%	-7	?	-4%	-8
37) COCCCNc1nc2ccccc2nc1NS(=O)(=O)c1ccc(C)cc1C
 : 3%	7	-1%	4%	11	-1%	-8	3%	-6%	?
38) S=c1[nH]nc(COc2ccccc2)n1/N=C/c1cccc(Cl)c1Cl
 : ?	-1	5%	-5%	-6	-5%	9	1%	-4%	-15
39) Nc1ccccc1C(=O)NNC1=C(C(=O)C(F)(F)F)CCC1
 : 5%	-2	-2%	-11%	-4	-5%	0	?	-7%	-6
40) O=C(Nc1cccnc1)c1cccc(S(=O)(=O)Nc2ccccc2F)c1
 : -2%	.	.	-4%	-9	.	-1	-1%	1%	-19
41) CN1CCN(C(=O)CCc2nc3ccccc3c(=O)[nH]2)CC1
 : -4%	2	-3%	1%	11	4%	14	17%	-5%	-22
42) CC(=C\C(=O)O)/C(=C/c1ccc(C)o1)C(=O)O
 : -14%	2	.	1%	1	2%	-3	2%	2%[46.1 µM]	6
43) CC(C)=CCN1CCN(Cc2cnc(N3CCOCC3)s2)CC1CCO (configuration not stated)
 : 0%	1	0%	-3%	-15	-9%	-3	?	0%	0
